TAG inh – inhibitors of triacylglycerol accumulation; H9c2 cells, Nile Red lipid (TAG) fluorescence; cells loaded with 200 µM oleic acid; inhibition, % at 12.5 µM; 230,000 tested, 0.66% active; AID 651582;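 active = pattern-corrected inhibition of lipid staining of at least 50% with the nuclear-stain viability signal not falling by more than 50%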;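 note: 0% = DMSO wells and 100% = triacsin C control wells; some results filed as inactive read as strong as hits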
TAG inh DAPI viability – also measured in TAG inh; calls as there; DAPI nuclei signal change (viability), lower = more cytotoxic, %;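 whole-well DAPI fluorescence read on a plate reader as a viability signal; minus 50 percent equals half of cells still viable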
Active calls of the source: *. Some of the compounds tested; the hit share may differ from the screen's.

Start of the listing, in advance, 3 compounds:
SMILES	TAG inh	TAG inh DAPI viability
COc1ccc(NC(=O)C2CC(=O)OC23CCOC(C)(C)C3)cc1 (configuration not stated)	-10	16
O=S(=O)(c1ccccc1)N1CCN(C2CCCCCCC2)CC1	-4	-1
COc1ccccc1C1NC(=O)NC(C)=C1C(C)=O (configuration not stated)	-6	7

The whole of this part, repeating the preview:
SMILES	TAG inh	TAG inh DAPI viability
COc1ccc(NC(=O)C2CC(=O)OC23CCOC(C)(C)C3)cc1 (configuration not stated)	-10	16
O=S(=O)(c1ccccc1)N1CCN(C2CCCCCCC2)CC1	-4	-1
COc1ccccc1C1NC(=O)NC(C)=C1C(C)=O (configuration not stated)	-6	7
CCCC(=O)Nc1sc(Cc2ccccc2)c(C)c1C(N)=O	-6	1
O=C(NC(=S)Nc1nc2c(s1)CCCC2)c1ccccc1	-7	-19
CCOC(=O)c1ccc(S(=O)(=O)N2CCN(C(=O)c3cc4ccccc4o3)CC2)cc1	-3	-1
CCOP(=O)(OCC)C(Nc1ccc(OC)cc1)c1ccco1 (configuration not stated)	-2	7
CCOC(=O)N/N=C/c1ccccc1OCc1ccc(Cl)cc1	-33	4
Cn1nc(-c2ccccc2)c(/C=N/O)c1Cl	-3	-8
O=C(c1ccc(Br)cc1)C1CCc2occc2C1=O (configuration not stated)	-13	3
Cc1cc(Cl)nc(-c2ccccc2)n1	-1	-4
O=C(Cc1ccc(NS(=O)(=O)c2ccc(F)cc2)cc1)NCc1ccccc1	11	-8
COc1cc2c(cc1[N+](=O)[O-])n(C(C)C)c(=O)n2C(C)C	9	0
COc1ccccc1CNC(=O)c1cc(C2CC2)nc2c1cnn2C(C)C	-9	4
CC1(Oc2cccc(Cl)c2)CCN(Cc2ccc(OC(F)(F)F)cc2)C1 (configuration not stated)	-5	-3
O=c1nc(N2CCOCC2)nc2n1CCO2	-21	-1
Cc1ccc(S(=O)(=O)N(CCC(=O)NCc2ccccc2F)c2ccccc2)cc1	-1	-6
CC(=O)c1ccc(N(C(=O)Cn2nnc3ccccc32)C(C(=O)NC2CCCCC2)c2cn(C)nc2C)cc1 (configuration not stated)	-4	3
O=C1CCC(C(=O)NCc2ccccc2)N1 (configuration not stated)	9	-4
NC(=O)C1=C[C@@H](c2ccccc2)C[C@@H](OCc2ccc(CO)cc2)O1	-54	8
O=C(COC(=O)[C@@H]1CCCN1C(=O)c1cccs1)Nc1cccc([N+](=O)[O-])c1	5	-2
CC(=O)NC(NC(=S)Nc1cccc(Br)c1)C(Cl)(Cl)Cl (configuration not stated)	12	-9
O=C(COC(=O)/C=C/c1cccc(F)c1)NC1CCCC1	-12	-2
O=C(Nc1ccc(Cl)c(S(=O)(=O)N2CCCCC2)c1)C1=COCCO1	-34	0
CC(C)CC(=O)Nc1cccc(-c2csc(-c3ccccc3)n2)c1	6	0

Reprinted from the part before: 3 entries; new compounds follow.
SMILES	TAG inh	TAG inh DAPI viability
O=C(COC(=O)/C=C/c1cccc(F)c1)NC1CCCC1	-12	-2
O=C(Nc1ccc(Cl)c(S(=O)(=O)N2CCCCC2)c1)C1=COCCO1	-34	0
CC(C)CC(=O)Nc1cccc(-c2csc(-c3ccccc3)n2)c1	6	0
N#CCC(=O)N/N=C/c1cn(Cc2cccc3ccccc23)c2ccccc12	23	-30
Cc1ccc(CNc2ccc(N3CCOCC3)c(C(=O)O)c2)s1	7	3
O=C(Nc1ccccc1Oc1ccccc1)c1cnccn1	13	-2
Cc1ccc(NC(=S)NC(=O)c2cccs2)cc1F	-10	7
CCOC(=O)C1(CC2CCCCO2)CCN(C2CCSCC2)CC1 (configuration not stated)	-13	-1
Cc1cc(C(O)c2ncc(-c3cccc4ccccc34)[nH]2)ccc1F (configuration not stated)	-14	9
COc1cc(C(c2nnnn2C2CCCC2)N2CCN(C)CC2)cc(OC)c1OC (configuration not stated)	-4	-2
O=C(Nc1ccccc1)c1nc[nH]c1C(=O)NCCCCCCNC(=O)c1[nH]cnc1C(=O)Nc1ccccc1	65*	11*
CC(=O)Nc1ccc(S(=O)(=O)Oc2cccc(N3C(=O)C4CC=CCC4C3=O)c2)cc1 (configuration not stated)	-39	5
COCCCn1c(C(=O)NC2CCCCC2)cc2c(=O)n3cccc(C)c3nc21	33	40
CCC(C)[C@H](N)c1cn([C@@H](Cc2cc3ccccc3[nH]2)C(=O)N2CCNCC2)nn1 (some centres not stated)	-4	7
COc1ccc(OC)c(NC(=O)C2COc3ccccc3O2)c1 (configuration not stated)	-4	-4
Cc1c(NC(=O)C(C)OC(=O)c2cc3c4ccccc4n(C)c3s2)c(=O)n(-c2ccccc2)n1C (configuration not stated)	19	-2
COc1cc(Cn2c(C(=O)O)cc3sccc32)cc(OC)c1OC	-4	-4
CCCCC[C@H](O)/C=C/[C@@H]1[C@@H](C/C=C\CCCC(=O)OC)[C@@H](O)C[C@H]1O	-30	32
COC/C=C/C1=CC2=CC(=O)C(C)(OC(=O)c3cnc4ccccc4n3)C(=O)C2=CN1Cc1ccccc1 (configuration not stated)	4	-5
CC(C)C1CC(c2csc(N)n2)CCO1 (configuration not stated)	-14	-4
CC1CCC2(CC1)NC(CO)(CO)CO2 (configuration not stated)	2	3
COc1ccc(N(CC(=O)N2CCCCC2)S(=O)(=O)c2c(C)nn(C)c2C)cc1	-6	14
CC12CCC(=O)N1C(C(=O)Nc1cccc(F)c1)CS2 (configuration not stated)	9	-6
CCOC(=O)C(C#N)(Cc1ccc2ccccc2n1)Cc1ccc2ccccc2n1	11	-3
COCCN(C(=O)C1CCC1)c1c(N)n(CC(C)C)c(=O)[nH]c1=O	7	0
CCOc1ccccc1CNCc1ccc(C(=O)O)cc1	2	1
Cc1ccc(N(Cc2cc3ccc(C)cc3[nH]c2=O)C(=O)c2ccco2)c(C)c1	-19	-2
COc1ccccc1NS(=O)(=O)c1cc(C(=O)NCC(c2cccs2)N2CCOCC2)ccc1C (configuration not stated)	4	-7

Molecules listed so far with a furan ring, fused or not:
SMILES	TAG inh	TAG inh DAPI viability
CCOC(=O)c1ccc(S(=O)(=O)N2CCN(C(=O)c3cc4ccccc4o3)CC2)cc1	-3	-1
CCOP(=O)(OCC)C(Nc1ccc(OC)cc1)c1ccco1 (configuration not stated)	-2	7
O=C(c1ccc(Br)cc1)C1CCc2occc2C1=O (configuration not stated)	-13	3
Cc1ccc(N(Cc2cc3ccc(C)cc3[nH]c2=O)C(=O)c2ccco2)c(C)c1	-19	-2

Next section:
SMILES	TAG inh	TAG inh DAPI viability
Cc1ccc(S(=O)(=O)N2CCCCC2)cc1C(=O)Nc1ccccn1	-9	-2
COc1ccc(CCNC(=O)CCc2nnc(Cc3ccc4c(c3)OCO4)o2)cc1	-12	2
Cc1noc(C)c1C(=O)N(C)CC(=O)Nc1ccc(F)c(F)c1F	-19	0
COc1ccc(S(=O)(=O)N2CCn3c2nc2ccccc23)cc1	-1	1
COc1ccc(/C=C/c2c(-c3ccc(OC)cc3)sc3cc(OC)c(OC)cc23)cc1	16	40
N#C/C(=C(/O)COC(=O)c1ccc2c(c1)OCCO2)c1nc2ccccc2[nH]1	19	-13
Fc1ccc(-n2cc(CNCCc3cccnc3)c(-c3ccccc3Cl)n2)cc1	-1	1
CCn1cc(CN2CCC(n3nccc3NC(=O)C3CCCC3)CC2)c(C)n1	7	-2
O=C(NNc1ccc(Cl)nn1)c1ccc(Cl)cc1	13	-3
Clc1ccccc1CSc1nnc(-c2cccnc2)n1Cc1ccco1	18	-3
O=C(N/C(=C\c1ccco1)C(=O)N1CCCCC1)c1ccc([N+](=O)[O-])cc1	-3	0
O=C(O)C1=C[C@@H](c2coc3ccccc3c2=O)C[C@@H](OCCCCO)O1	-15	-1
Cc1onc(-c2c(F)cccc2Cl)c1C(=O)Nc1ccc(S(=O)(=O)N2CCOCC2)cc1	-12	5
COC(=O)c1sccc1NC(=O)c1ccc(C)o1	-13	-1
COc1cc(/C=C/C(=O)OCC(=O)Nc2oc(C)c3c(C)n[nH]c(=O)c23)ccc1OC(F)F	10	-11
CSc1ccc(Cn2c(C)c(C(=O)NCCC#N)sc2=O)cc1	-4	6
O=C1CCCC(O)=C1C1C2=C(CCCC2=O)OC2=C1C(=O)CCC2	-8	11
Cc1ccc(C(=O)Nc2ncn[nH]2)cc1	-9	-4
COc1ccc(NC(=O)Nc2ccc3c(c2)C(=O)N([C@H](C)CO)C[C@@H](C)[C@@H](CN(C)C(=O)C2CCCCC2)OCCCC[C@H](C)O3)cc1	-5	0
CCCn1c(C)cc(-c2csc(N)n2)c1C	11	7
CCCN1CN(Cc2ccccc2)CC2=C1CC(C)(C)CC2=O	-14	-4
CSCC[C@H](NC(=O)OC(C)(C)C)C(=O)N/N=C/c1cccc2nccnc12	-1	-15
CC(C)(C)C(=O)Cn1nc(Cl)nc1Cl	-18	-5
O=C(NC1CC1)C1=C[C@H](c2csc3ccccc23)C[C@H](OCCCCO)O1	-21	-4
Cc1cc2nnn(-c3nnc(-c4ccccc4)c4ccccc34)c2cc1C	20	-10

3 entries from above, arranged by length of the SMILES, lowest first:
SMILES	TAG inh	TAG inh DAPI viability
CCCN1CN(Cc2ccccc2)CC2=C1CC(C)(C)CC2=O	-14	-4
Cc1noc(C)c1C(=O)N(C)CC(=O)Nc1ccc(F)c(F)c1F	-19	0
N#C/C(=C(/O)COC(=O)c1ccc2c(c1)OCCO2)c1nc2ccccc2[nH]1	19	-13

(cont.)
SMILES	TAG inh	TAG inh DAPI viability
COc1ccccc1CN1C[C@@H]2C[C@@H](c3[nH]c4ccc(C)cc4c3C)N3CCC[C@@]23C1=O	14	22
FC(F)(F)c1ccccc1NC(=S)N1CCCC1	-8	-1
O=C(Nc1ccc(F)cc1F)c1ccc2c(=O)n3c(nc2c1)CCC3	10	-3
CCn1c(SC)nnc1C1CCN(S(=O)(=O)c2ccc(OC)cc2)CC1	-8	7
COc1ccc(N2C(=O)CC(N3CCN(Cc4ccc5c(c4)OCO5)CC3)C2=O)cc1 (configuration not stated)	11	0
COc1ccc(NC(=O)Nc2cccc3c2O[C@H](CN(C)S(C)(=O)=O)[C@@H](C)CN([C@H](C)CO)C3=O)cc1	-9	1
CC(C)(C)c1ccc(-n2ncc3c2CCCC3NC(=O)CCC2=NNC(=O)CC2)cc1 (configuration not stated)	1	1
CC1(C)OC(=O)C(=CNC(CO)C(=O)O)C(=O)O1 (configuration not stated)	-3	-1
COC1(OC)N=C(N)C2(C#N)C(c3ccc(F)cc3)C12C#N (configuration not stated)	-8	1
COc1ccc(Cc2noc(-c3ccc(C)cc3)n2)cc1	-27	-5
Cc1c(Cl)cccc1NC(=S)N1CCCN(Cc2ccccc2F)C1	8	-10
COc1ccc(-c2cc3cc(C(=O)O)ccn3c2C(=O)c2ccccc2)cc1	-3	-3
O=C(Nc1cccc(F)c1)c1ccco1	-13	1
Cc1cc(C)c(S(N)(=O)=O)c(C)c1N(C)S(=O)(=O)c1ccc(Cl)cc1	-15	0
CCc1nc(SCc2ccccc2C#N)n[nH]1	0	-5
O=C(Nc1cccc(Cl)c1)c1csc([C@@H]2C[C@H](O)[C@@H](CO)O2)n1	5	-8
O=S(=O)(c1ccc(F)cc1)N1CCn2c(nc3ccccc32)C1	-2	-4
CC(C)(C)C(=O)Nc1nnc(-c2ccccc2)c(-c2ccccc2)n1	8	7
O=C(O)c1ccccc1N/N=C/c1cc(Br)cc(Br)c1O	12	-2
CC1(C)N=C(SCC(=O)Nc2ccc(Cl)cc2)C(c2ccc(Cl)cc2)=N1	-39	-5
O=C(OCC(=O)N1CCC(Cc2ccccc2)CC1)c1ccc(O)cc1	2	-1
Cc1c(NS(=O)(=O)c2ccc(NCCN3CCOCC3)c([N+](=O)[O-])c2)c(=O)n(-c2ccccc2)n1C	-22	1
CCCCn1c(C)nc2c(=O)n(C)c(=O)[nH]c21	-16	4
N=c1sccn1CC(=O)Nc1ccc(S(=O)(=O)N2CCOCC2)cc1	2	6
CCCCC[n+]1ccn(C2=C([O-])c3ccccc3C(=O)/C2=N\S(=O)(=O)c2ccc(Cl)cc2)c1	38	0
SMILES	TAG inh	TAG inh DAPI viability
Cn1nccc1-c1coc2c(C(=O)NCC3CCOCC3)cccc12	-4	-2
Nc1ccn(Cc2ccc(F)cc2)n1	-10	3
O=C(Nc1nnc(-c2ccccn2)o1)c1cccc(Cl)c1	0	11
CC(C)CC1NC(=O)c2cccnc2-n2c1nc1cc(F)c(F)cc1c2=O (configuration not stated)	-11	-3
S=C(Nc1ccccc1)Nc1ccc(Cl)cc1Cl	6	12
COc1ccc2ccccc2c1/C=N/O	3	8
CCC(=O)c1ccccc1OCCCn1cncn1	-22	9
COCCCn1c(SCC(=O)N2CCc3ccccc32)nnc1-c1ccco1	0	4
Cc1nc2ccc(NC(=O)c3ccccc3)cc2c(=O)n1Cc1ccc(F)cc1	6	3
O=C(c1cc(-c2ccc(Br)cc2)nc2ccccc12)N1CCC1	29	2
CCOc1c(CNCc2ccc(C(=O)O)cc2)cccc1OC	-5	-4
Cc1csc(SCC(=O)NC(=O)c2ccccc2)n1	-18	4
O=C1c2cnc3ncnn3c2CC2c3ccccc3CCN12 (configuration not stated)	1	67
CN(NC1OC(=O)c2ccccc21)c1c([N+](=O)[O-])cc(C(F)(F)F)cc1[N+](=O)[O-] (configuration not stated)	11	1
CCCC[C@@H]1CNC(=S)N1CCCc1cc(OC)c(OC)c(OC)c1	-7	-4
COC(=O)[C@]1(C)N[C@H](CN(C)C(=O)Nc2ccc(F)cc2)[C@@H]2C(=O)N(C)C(=O)[C@@H]21	8	-3
COc1ccc(N/N=C(/C#N)S(=O)(=O)C(C)(C)C)cc1	8	-7
Cc1cccc(OCCSc2nncn2C)c1	2	3
O=S(=O)(c1ccc2c(c1)OCCO2)N1CCN(S(=O)(=O)c2ccccn2)CC1	2	-1
CCCn1c(SCC(=O)NCCc2ccccc2)nnc1C(C)C	-3	-1
O=C(NCC1(c2ccccc2)CCCC1)C(=O)N1CCOCC1	6	-11
COc1cc(OC)cc(-c2c(-c3ccc(F)cc3)c3cc(-c4ccc(SC)cc4)ccc3n2C)c1	-28	103
